FXIa inh – human FXIa protease inhibitors, primary screen, biochemical, 1536-well; purified FXIa, Boc-Glu-Ala-Arg-AMC fluorogenic substrate; Coagulation factor XI (Homo sapiens), P03951; inhibition, % at 5 µM; actives 0.14% (n = 220,000);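 active means inhibition of at least 40%; inactive means inhibition below 40%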;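 further: fluorescence of freed AMC excited at 355 nm; 0% = enzyme without compound and 100% = no enzyme blank; many of its hits are not listed in these tables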
PERK inhibitor – block of dimerizer-induced PERK translation repression, primary screen, PERK inhibitor project, CHO PERK-DD cells, SEAP luminescence, HTS; inhibition, % at 5.6 µM; CHO PERK-DD fusion, SEAP luminescence translation reporter; actives 0.17% (n = 220,000);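 active means inhibition above the mean inhibition of all tested compounds plus 3 SD, set separately per screening campaign, cut at about 2.9% in these data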;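 further: PERK kinase domain activated by AP20187 dimerizer at 100 nM; 0% = DMSO with dimerizer and 100% = rapamycin at 8.4 µM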
Target sequence (Q9NZJ5 whole entry, looked up, the tested form may be a part): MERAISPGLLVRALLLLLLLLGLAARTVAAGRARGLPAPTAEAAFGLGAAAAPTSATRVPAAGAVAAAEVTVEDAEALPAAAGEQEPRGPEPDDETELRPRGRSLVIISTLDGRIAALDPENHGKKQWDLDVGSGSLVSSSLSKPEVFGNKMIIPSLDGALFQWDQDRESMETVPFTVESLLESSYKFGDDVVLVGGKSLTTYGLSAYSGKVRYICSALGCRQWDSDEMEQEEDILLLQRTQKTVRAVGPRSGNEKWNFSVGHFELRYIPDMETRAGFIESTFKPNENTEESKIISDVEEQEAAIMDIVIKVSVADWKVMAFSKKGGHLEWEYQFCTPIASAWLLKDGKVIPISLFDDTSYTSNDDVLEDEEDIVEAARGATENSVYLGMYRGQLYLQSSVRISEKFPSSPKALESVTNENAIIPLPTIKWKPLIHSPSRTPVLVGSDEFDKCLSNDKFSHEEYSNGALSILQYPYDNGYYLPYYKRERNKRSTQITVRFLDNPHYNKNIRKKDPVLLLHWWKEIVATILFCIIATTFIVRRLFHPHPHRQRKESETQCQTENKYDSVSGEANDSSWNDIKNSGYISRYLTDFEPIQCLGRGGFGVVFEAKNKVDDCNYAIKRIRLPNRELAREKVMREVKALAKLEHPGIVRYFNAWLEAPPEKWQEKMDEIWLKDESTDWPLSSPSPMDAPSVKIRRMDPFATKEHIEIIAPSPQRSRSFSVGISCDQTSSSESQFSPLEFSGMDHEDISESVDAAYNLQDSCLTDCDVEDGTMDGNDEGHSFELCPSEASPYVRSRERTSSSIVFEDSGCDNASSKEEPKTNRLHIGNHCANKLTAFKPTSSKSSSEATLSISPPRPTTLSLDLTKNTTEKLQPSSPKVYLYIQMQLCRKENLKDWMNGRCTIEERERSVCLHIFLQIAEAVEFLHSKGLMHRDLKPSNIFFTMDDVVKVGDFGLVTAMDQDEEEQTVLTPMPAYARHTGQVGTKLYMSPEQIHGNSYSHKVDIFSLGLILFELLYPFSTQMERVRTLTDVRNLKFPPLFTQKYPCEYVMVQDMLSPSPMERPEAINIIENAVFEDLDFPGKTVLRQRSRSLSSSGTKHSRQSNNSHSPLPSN
p97 inhibitor – inhibitors of human p97 ATPase, primary screen, biochemical; Transitional endoplasmic reticulum ATPase (Homo sapiens), P55072; recombinant p97 ATPase, Kinase-Glo ATP luminescence, 3 h; inhibition, % at 8 µM; actives 0.42% (n = 220,000); in the data active means inhibition above about 15%;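 further: 0% = DMSO vehicle and 100% = wells lacking enzyme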
Wee1 stabilizer – Wee1 degradation inhibitors, primary screen, cell-based, HeLa, Wee1K328M-luciferase, luminescence | Wee1-like protein kinase (Homo sapiens), P30291 | HeLa Luc-Wee1K328M stability; 100% = proteasome inhibitor MG132 effect | reporter increase, % at 5 µM | actives 1.2% (n = 220,000) | AID 1321, 2008;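 active means activation above the mean of all tested compounds plus 3 SD, set per screening run, cut at about 8.8% in these data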;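 further: cells exposed to compound for 20 h before luminescence read; 0% = DMSO alone and 100% = MG132 at 30 µM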
Thrombin inh – human alpha-thrombin inhibitors, primary screen, counter-screen for coagulation protease inhibitor project, biochemical, 1536-well, fluorogenic AMC substrate. actives 0.26% (n = 220,000). Boc-VPR-AMC fluorogenic substrate cleavage. inhibition, % at 5 µM. Prothrombin (Homo sapiens), P00734;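 active means inhibition at or above 40%; inactive means inhibition below 40%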;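 further: 0% = enzyme with no compound and 100% = wells without enzyme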
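System – human alpha-thrombin protein · Reagent – Boc-VPR-AMC substrate, 15 µM final · Compound – 5 µM single dose in 0.2% DMSO · Schedule – reaction at room temperature · Technique – AMC fluorescence at 355 nm excitation and 460 nm emission · Read-out basis – % inhibition relative to enzyme controls and enzyme-free blanks · Control set – no-compound enzyme wells and no-enzyme blanks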
FXIIa inh 1536 – human FXIIa protease inhibitors, primary screen, biochemical, 1536-well | purified FXIIa, Boc-QGR-AMC fluorogenic substrate, 2 h | inhibition, % at 5 µM | Coagulation factor XII (Homo sapiens), P00748 | actives 0.3% (n = 220,000); in the data active means inhibition above about 40%;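 further: 0% = enzyme with no compound and 100% = blank without enzyme; many of its hits are not listed in these tables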
Furin inhibitor – human furin inhibitors, primary screen, biochemical, fluorescence intensity; purified furin, fluorogenic substrate cleavage; actives 0.061% (n = 220,000); P09958; inhibition, % at 30 µM; in the data active means inhibition above about 25%; further: inactives centre near -15
Cl transport mod – KCC2 cotransporter modulators, thallium flux, primary screen, cell-based, HEK293 KCC2, FluoZin-2 fluorescence, MLSMR; Solute carrier family 12 member 5 (Homo sapiens), Q9H2X9; KCC2 cells, thallium flux FluoZin-2 fluorescence; B-score of Tl+ flux slope (higher = more flux/activation; lower = inhibition) at 10 µM; actives 2.2% (n = 190,000);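 active means thallium flux slope and its plate-corrected score both differing from the plate sample mean at a set confidence after two filtering rounds, in either direction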;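 further: slope of fluorescence scaled to starting intensity during 10 to 20 s after thallium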
hK5 inh – human KLK5 protease inhibitors, primary screen, biochemical, 1536-well; Kallikrein-5 (Homo sapiens), Q9Y337; recombinant hK5, fluorogenic AMC substrate cleavage; inhibition, % at 5 µM; actives 0.59% (n = 210,000);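 active means inhibition of 40% or more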;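 further: 0% = enzyme controls without compound and 100% = no-enzyme blanks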
Active calls of the source: *; . = not tested or not shown; [ ] = dose if it differs, or a comment.

smiles	FXIa inh	PERK inhibitor	p97 inhibitor	Wee1 stabilizer	Thrombin inh	FXIIa inh 1536	Furin inhibitor	Cl transport mod	hK5 inh
Nc1nc(-c2ccc(Br)s2)c(Br)s1	-5	1.1	11	-1	-1	4	-6[20 µM]	.	-44
O=C(/C=C/c1ccccc1)NC1CC2CCCC(C1)N2Cc1ccccc1 (stereo not drawn)	1	0.2	-1	0	2	14	-16	0.46	3
CCOC(=O)C1=C(C)OC(N)=C(C#N)C1c1ccsc1 (stereo not drawn)	1	0.0	5	-1	-2	1	-30	0.35	-7
FC(F)(F)c1ccc(Oc2ccc3cc(Br)ccc3c2)nc1	4	1.4	4	7	-8	10	1	0.31	-10
CCOC(=O)N1CCN(c2c(NCc3ccccn3)c(=O)c2=O)CC1	-7	0.6	-1	-1	-4	6	-14	.	40*
COc1cc(-c2cc(C(=O)N3CCN(c4ccccn4)CC3)c3ccccc3n2)cc(OC)c1OC	10	-0.8	3	-2	15	14	0	.	13
O=C(CC1Sc2ccccc2NC1=O)OC(C(=O)NCCc1ccccc1)c1cccnc1 (stereo not drawn)	-10	-0.7	-2	2	-3	-5	-2[20 µM]	-0.58	2
CC(=O)c1cccc(OCC(=O)N(C)CC(=O)Nc2ccc(F)cc2)c1	1	0.9	0	-1	4	15	-6	.	1
O=C(NCC1CCCO1)C1CC(=O)N(c2ccc(F)c(Cl)c2)C1 (stereo not drawn)	4	1.0	2	2	-9	14	-6	.	-17
COc1ccccc1OCC(=O)Nn1c(=S)[nH]c2ncccc2c1=O	1	1.5	5	2	6	5	-8	1.6	-9
Cc1cccc(-n2c(-c3ccco3)n[nH]c2=S)c1	3	0.8	1	1	-6	8	-21	-0.23	-8
COc1cc2c(cc1OC)N1C(=O)CC(OCC(=O)O)C3C4CC5(CCN5C(=O)C4=O)C2C31 (stereo not drawn)	-5	0.3	2	-2	6	-1	-9	0.12	-1
O=C(NN1C(=O)/C(=C/C=C/c2ccco2)SC1=S)c1ccncc1	8	1.1	40*	0	5	16	1	-0.76	6
CCCn1cc2c(c1-c1cccc(C)c1)c(=O)n(C)c(=O)n2C	0	0.3	-2	2	1	17	-8	-0.3	1
CCOC(=O)NC(=O)CSc1nnnn1-c1ccc(Cl)cc1	-2	0.8	4	1	-3	5	-17[20 µM]	0.52	10
CC(C)c1nnc(NC(=O)c2cccs2)s1	-8	-0.1	-14	3	-8	5	-3	.	0
CC(C)Oc1ccccc1/C=N/NC(=O)c1ccccc1Cl	-1	1.2	0	0	-1	9	-12	-0.011	-2
CCOC(=O)N1CCN(CCC(=O)Nc2ccc(C)c(Br)c2)CC1	12	-0.2	-1	0	3	26	-26	-2.2	-10
COc1cc(/C=N/NC(=O)COc2c(C)cc([N+](=O)[O-])cc2C)ccc1OC(=O)c1ccccc1	11	0.6	7	-1	-7	10	-12	0.53	2
C=CCNC(=S)N1CCN(Cc2ccccc2)CC1	-2	0.8	3	1	-6	6	-13	-0.87	1

Three entries out of the list above, sorted by their value in Wee1 stabilizer, largest number first:
smiles	Wee1 stabilizer
CCCn1cc2c(c1-c1cccc(C)c1)c(=O)n(C)c(=O)n2C	2
O=C(/C=C/c1ccccc1)NC1CC2CCCC(C1)N2Cc1ccccc1 (stereo not drawn)	0
CCOC(=O)C1=C(C)OC(N)=C(C#N)C1c1ccsc1 (stereo not drawn)	-1

Further structures
smiles	FXIa inh	PERK inhibitor	p97 inhibitor	Wee1 stabilizer	Thrombin inh	FXIIa inh 1536	Furin inhibitor	Cl transport mod	hK5 inh
O=C(Cc1c(O)c2ccccc2[nH]c1=O)NCc1ccccc1F	4	1.5	1	1	0	18	-10	0.18	-6
C=CCNCCOCCOc1ccc(C)cc1[N+](=O)[O-]	1	0.5	-3	-2	-2	16	-6	1	8
c1ccc(CNc2ncnc3c2oc2ccccc23)nc1	4	-0.2	2	10*	3	12	-14[20 µM]	-0.2	-13
Cc1noc(C)c1C(=O)OCC(=O)NC(c1ccccc1)c1ccccc1	1	0.1	0	-2	0	5	-21[20 µM]	-0.11	-20
COc1ccc(-n2c(C)c(C(C)=O)c3cc(OCC(N)=O)ccc32)cc1	-3	-0.1	-1	-4	-10	2	-31	-1.1	-1
COc1ccc(-c2csc(NC(=O)c3cccs3)c2C(=O)O)cc1OC	3	0.9	9	-3	5	12	-19	-3.7*	3
Cc1ccc2cc(CN(c3ccc(C)c(C)c3)S(C)(=O)=O)c(=O)[nH]c2c1	-3	0.0	0	-3	-8	6	-11	-0.057	-2
Nc1nc(Cl)nc(N(c2ccccc2)c2ccccc2)n1	0	0.5	-2	1	-8	6	-12	-0.011	-15
Cc1c(C(=O)OCC(C)C)[nH]c2c1C(=O)CC(c1ccco1)C2 (stereo not drawn)	4	-0.2	8	0	-6	15	-6	-0.095	-11
O=S1(=O)CCC(NC(=S)NC2CCS(=O)(=O)C2)C1 (stereo not drawn)	4	0.6	8	-2	-15	10	-25	-0.72	-4
Cc1ccc(-c2nn(-c3cccc(F)c3)cc2CN(Cc2nccn2C)C(C)C)o1	2	-0.3	-1	-2	-3	8	-15	0.048	.
CC(=O)Nc1ccccc1-c1nnn(CC(=O)Nc2ccc3c(c2)OCCO3)n1	-6	0.7	4	-2	4	2	-12	-0.18	-9
Cc1cc(OC(=O)c2ccco2)c(Sc2ccccc2[N+](=O)[O-])c(=O)o1	7	0.4	1	-1	.	10	-29	-0.006	3
COc1cccc(-c2nnc(SCC(=O)Nc3ccc(S(N)(=O)=O)cc3)n2C)c1	-4	1.5	4	-2	-3	8	-15	1.4	-11
Cc1nnc2n(c1=O)N=C(c1ccc(Cl)cc1)CS2	6	0.6	8	0	0	16	-10	0.059	-16
COC(=O)c1ccc(NC(C)C(=O)OC)c([N+](=O)[O-])c1 (stereo not drawn)	5	0.7	6	1	4	8	-13	-0.97	-21
Cn1c(N)c(C(=O)COC(=O)COc2ccc(C#N)cc2)c(=O)n(C)c1=O	7	2.4	7	-1	-1	2	-8	-0.28	2
CC(NC(=O)OCc1ccccc1)C(=O)N1CC(O)CC1C(=O)O (stereo not drawn)	0	0.9	4	-2	-9	1	-18[20 µM]	0.53	-29
C=CCn1c(Cc2c(C)[nH]c3ccccc23)nnc1SCC(=O)NCc1ccc(F)cc1	10	-1.0	1	1	-1	19	-12[20 µM]	0.57	7
Cc1nc(NCCc2ccc(S(N)(=O)=O)cc2)c2c3c(sc2n1)CCC3	-2	-1.7	5	1	-3	-4	-17[20 µM]	-0.4	-34

Nothing new here: entries from further up.
smiles	FXIa inh	PERK inhibitor	p97 inhibitor	Wee1 stabilizer	Thrombin inh	FXIIa inh 1536	Furin inhibitor	Cl transport mod	hK5 inh
Cc1ccc2cc(CN(c3ccc(C)c(C)c3)S(C)(=O)=O)c(=O)[nH]c2c1	-3	0.0	0	-3	-8	6	-11	-0.057	-2
Nc1nc(Cl)nc(N(c2ccccc2)c2ccccc2)n1	0	0.5	-2	1	-8	6	-12	-0.011	-15
Cc1c(C(=O)OCC(C)C)[nH]c2c1C(=O)CC(c1ccco1)C2 (stereo not drawn)	4	-0.2	8	0	-6	15	-6	-0.095	-11
O=S1(=O)CCC(NC(=S)NC2CCS(=O)(=O)C2)C1 (stereo not drawn)	4	0.6	8	-2	-15	10	-25	-0.72	-4
Cc1ccc(-c2nn(-c3cccc(F)c3)cc2CN(Cc2nccn2C)C(C)C)o1	2	-0.3	-1	-2	-3	8	-15	0.048	.
CC(=O)Nc1ccccc1-c1nnn(CC(=O)Nc2ccc3c(c2)OCCO3)n1	-6	0.7	4	-2	4	2	-12	-0.18	-9
Cc1cc(OC(=O)c2ccco2)c(Sc2ccccc2[N+](=O)[O-])c(=O)o1	7	0.4	1	-1	.	10	-29	-0.006	3
COc1cccc(-c2nnc(SCC(=O)Nc3ccc(S(N)(=O)=O)cc3)n2C)c1	-4	1.5	4	-2	-3	8	-15	1.4	-11
Cc1nnc2n(c1=O)N=C(c1ccc(Cl)cc1)CS2	6	0.6	8	0	0	16	-10	0.059	-16
COC(=O)c1ccc(NC(C)C(=O)OC)c([N+](=O)[O-])c1 (stereo not drawn)	5	0.7	6	1	4	8	-13	-0.97	-21
Cn1c(N)c(C(=O)COC(=O)COc2ccc(C#N)cc2)c(=O)n(C)c1=O	7	2.4	7	-1	-1	2	-8	-0.28	2
CC(NC(=O)OCc1ccccc1)C(=O)N1CC(O)CC1C(=O)O (stereo not drawn)	0	0.9	4	-2	-9	1	-18[20 µM]	0.53	-29
C=CCn1c(Cc2c(C)[nH]c3ccccc23)nnc1SCC(=O)NCc1ccc(F)cc1	10	-1.0	1	1	-1	19	-12[20 µM]	0.57	7
Cc1nc(NCCc2ccc(S(N)(=O)=O)cc2)c2c3c(sc2n1)CCC3	-2	-1.7	5	1	-3	-4	-17[20 µM]	-0.4	-34

(next part)
smiles	FXIa inh	PERK inhibitor	p97 inhibitor	Wee1 stabilizer	Thrombin inh	FXIIa inh 1536	Furin inhibitor	Cl transport mod	hK5 inh
CCOC(=O)C(Cc1cc(C(C)=O)ccc1OC(C)C)C(=O)OCC	-1	-0.8	-5	7	4	18	-10	.	7
COC(=O)c1ccc(NC(=O)CSc2nc3ccccc3c(=O)[nH]2)cc1	-5	1.5	3	-2	-3	1	-15[20 µM]	0.84	5
O=c1cc(C(F)(F)F)nc(-c2ccccc2)[nH]1	-3	0.6	-2	0	0	8	-29	-0.98	-12
COC(=O)C(CCSC)NC(=O)c1cc2c(n(-c3ccccc3)c1=O)CCCC2=O (stereo not drawn)	-3	0.3	0	-2	-4	6	-21	0.44	0
CCN(c1ccccc1)S(=O)(=O)c1cc(NC(=O)CSc2n[nH]c(=O)[nH]c2=O)ccc1Cl	3	1.1	5	9.2*	4	8	-6	-0.23	5
CC(=O)Nc1ccc(S(=O)(=O)N2CCN(C3CCCCCCC3)CC2)cc1	3	-1.6	-5	3	5	14	-16	.	-7
CCN(CC)CCOC(=O)c1cccc2c1-c1ccccc1C2O (stereo not drawn)	-5	1.4	9	6	-1	3	-31	-0.13	1
O=C(CN(C(=O)CNS(=O)(=O)c1ccccc1)c1ccc2c(c1)OCCO2)NCc1ccco1	4	0.6	-2	3	0	12	-24	-1	3
COc1cccc(/C=C/c2nc3c(cnn3-c3ccccc3)c(=O)[nH]2)c1	-9	0.6	-1	0	-2	-7	-43	0.6	-27
COc1ccc2c(c1OC)C(=O)N1c3ccccc3C(=O)N(c3ccccc3)C21 (stereo not drawn)	6	-0.5	6	1	-1	10	-13[20 µM]	.	-15
O=C1C2C3C=CC(C3)C2C(=O)N1CCCCCCN1C(=O)C2C3C=CC(C3)C2C1=O (stereo not drawn)	0	1.0	2	0	4	20	-19	-0.86	3
O=C(c1ccc(Cl)cc1Cl)N1CCC(c2nc3c(nnn3Cc3ccco3)c(=O)[nH]2)CC1	-6	0.4	-2	-3	-2	6	-5	-1.2	-10

Screens from PubChem BioAssay.

Compounds were not picked by outcome (roughly 4.4% active in at least one column).
